# Assay outcomes (PubChem)
# PglD DTNB: blocks C. jejuni PglD acetyltransferase activity. purified PglD enzyme, DTNB colorimetric CoA detection. inhibition, % at 12.5 µM. 360,000 tested, 0.098% active. AID 602405; in the data active = inhibition above about 16%, passing the limit was not always enough; inconclusive = no clear call, values can overlap the other calls; note: strong numbers were not always called active
# S100A4 MyoIIA: inhibitors of human S100A4 binding to myosin IIA peptide. P26447. S100A4/TAMRA-MyoIIA peptide fluorescence polarization. inhibition, % at 10.7 µM. 360,000 tested, 0.14% active. AID 652163;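 active = mean inhibition of at least 70% across replicates, with every replicate also reaching that level; inconclusive = mean inhibition reaches 70% but some replicates fall short; inactive = mean inhibition below 70%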
# Target sequence (P26447 whole entry, looked up): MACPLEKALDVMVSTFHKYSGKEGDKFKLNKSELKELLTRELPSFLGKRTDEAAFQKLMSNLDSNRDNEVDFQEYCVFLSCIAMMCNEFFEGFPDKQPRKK
#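 Test system – S100A4 monomer (human) · Compound – single-point compound testing · Schedule – 5 min incubation before reading · Probe or stimulus – TAMRA-labelled myosin IIA heavy-chain peptide probe, 5 nM · Benchmarks – neutral control DMSO, positive control TFP · Medium – Calcium-containing HEPES buffer, pH 7.2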
# Statin myotox sup: suppressors of simvastatin-induced myotoxicity in C2C12 myotubes; ATP luminescence, 48 h; scaled: DMSO 0, geranylgeraniol control 100; rescue of ATP level, % at 7.49 µM; 330,000 tested, 0.78% active;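 active = mean ATP rescue above about 67%, or every replicate alone reaching that limit, limit read from the data, passing the limit was not always enough; inconclusive = no clear call, values can overlap the other calls; inactive = mean under the limit and some replicate under it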;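 note: myotubes were challenged with 10 µM simvastatin during compound exposure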
# E-selectin induc: induces E-selectin expression in human endothelial cells. HUVEC E-selectin immunofluorescence imaging; normalized: neutral wells 0, TNF-alpha wells 100. activation, % at 7.58 µM. 260,000 tested, 0.37% active. AID 686992;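 active = mean E-selectin-positive cell signal at least 10% of the positive control, reached in at least 60% of replicates, without over 20% cell loss; inconclusive = no rule given, readout overlaps actives, possibly toxicity-flagged; inactive = the rest, including those meeting only one limit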;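 note: in these data hits start at about 27%; measured in HUVEC primary endothelial cells; signal is the percent of cells scored E-selectin positive by PE staining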
#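 Test system: HUVEC | Signal: Immunofluorescence imaging | Read-out: Percent E-selectin-positive cells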
# ERp5 inh: blocks human ERp5 reductase activity on insulin; Q15084; ERp5 insulin aggregation, absorbance 650 nm, 90 min; inhibition, % at 9.99 µM; 350,000 tested, 0.05% active;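 active = mean replicate inhibition above about 25%, with every replicate also reaching it, limit read from the data, passing the limit was not always enough; inconclusive = only one of those two criteria met; inactive = neither criterion met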
# Target sequence (Q15084 whole entry, looked up): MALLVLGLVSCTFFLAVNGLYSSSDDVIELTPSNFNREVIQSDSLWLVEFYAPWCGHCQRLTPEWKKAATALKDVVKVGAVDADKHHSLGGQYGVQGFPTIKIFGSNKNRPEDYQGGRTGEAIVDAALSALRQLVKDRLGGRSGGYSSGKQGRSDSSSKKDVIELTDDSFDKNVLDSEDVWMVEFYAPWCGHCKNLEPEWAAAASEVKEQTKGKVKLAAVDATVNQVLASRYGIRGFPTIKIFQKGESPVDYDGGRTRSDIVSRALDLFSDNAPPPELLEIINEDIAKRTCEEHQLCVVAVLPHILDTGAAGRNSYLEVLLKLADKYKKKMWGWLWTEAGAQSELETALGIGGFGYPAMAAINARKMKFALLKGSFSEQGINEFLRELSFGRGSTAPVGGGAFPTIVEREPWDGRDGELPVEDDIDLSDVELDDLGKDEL
# SIRT5 block: sirtuin-5 (human) deacylase inhibition; Q9NXA8; Purified SirT5, succinyl-peptide AMC, trypsin-coupled fluorescence; inhibition, % at 15 µM; 330,000 tested, 1.1% active; AID 652115; in the data active = inhibition above about 15%; inconclusive = no clear call, values can overlap the other calls
# Target sequence (Q9NXA8 whole entry, looked up): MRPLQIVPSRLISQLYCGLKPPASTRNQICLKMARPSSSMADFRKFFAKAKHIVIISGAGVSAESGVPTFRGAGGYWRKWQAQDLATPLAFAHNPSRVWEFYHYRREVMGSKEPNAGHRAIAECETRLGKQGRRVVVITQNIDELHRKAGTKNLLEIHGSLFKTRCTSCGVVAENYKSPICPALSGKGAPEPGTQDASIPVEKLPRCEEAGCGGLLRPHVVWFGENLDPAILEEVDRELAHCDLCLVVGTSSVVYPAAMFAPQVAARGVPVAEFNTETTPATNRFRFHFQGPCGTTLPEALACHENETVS
# DENV2 CPE rescue: inhibitors of DENV2 cytopathic effect; DENV2-infected cells, cytopathic effect rescue, plate reader; CPE inhibition, % at 9.99 µM; 350,000 tested, 1.7% active; AID 651640; in the data active = CPE inhibition above about 20%, passing the limit was not always enough; inconclusive = no clear call, values can overlap the other calls; tested in BHK-21 cells;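 note: 0% = median of neutral control wells and 100% = median of positive control wells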
# Numbers without * were called inactive; u = inconclusive; x = no result given. Not all compounds are listed; the hit share may differ from the screen's.
Molecule | PglD DTNB | S100A4 MyoIIA | Statin myotox sup | E-selectin induc | ERp5 inh | SIRT5 block | DENV2 CPE rescue
Cc1csc2c(=O)sc(NC(=O)c3ccc(F)cc3Cl)nc12 | x | 1 | -12 | x | -4 | -3 | 9
OC[C@H]1[C@@H](c2ccc(C3=CCCC3)cc2)[C@@H]2CN(CCC(F)(F)F)CCCCN12 | 3 | -7 | x | x | -1 | 0 | 0
CCc1ccc(NC(=O)Nc2c(C)n(C)n(-c3ccccc3)c2=O)cc1 | -3 | -2 | 1 | x | 7 | -2 | 3
COc1ccc(NC(=O)N(C)C[C@H]2Oc3ccc(N(C)C)cc3C(=O)N([C@@H](C)CO)C[C@@H]2C)cc1 | 5 | 103* | -5 | 0.1 | 4 | 0 | 7
O=C(NN1C(=O)/C(=C/c2cccs2)SC1=S)c1cccnc1 | -1 | 8 | x | 0.2 | -2 | -2 | 5
COc1ccccc1OCc1ccc(C(=O)N2CCN(C)CC2)o1 | 0 | 2 | x | x | 0 | -6 | -17
CN(C)S(=O)(=O)c1cccc(COC(=O)CN2CCCCCC2=O)c1 | -3 | -3 | -18 | x | 3 | -4 | -2
O=C(O)/C=C/c1cn(Cc2ccccc2)nc1-c1cccs1 | x | 3 | x | 3.6 | 0 | -1 | -8
C[C@H]1CN([C@@H](C)CO)C(=O)c2cc(NC(=O)c3ccncc3)ccc2O[C@@H]1CN(C)C(=O)Nc1ccccc1 | 0 | -6 | -1 | 0.2 | -3 | -3 | 20
O=C(/C=C/c1ccc(Br)cc1)NC(=S)N1CCOCC1 | x | -5 | x | -0.3 | 4 | 0 | 1
O=C(CN1C(=O)C(=O)c2ccccc21)c1ccc(Cl)cc1 | 2 | -5 | -4 | 0.1 | 1 | 0 | -2
Cc1ccc(NC(=O)CN(C)C(=O)CSc2ccc3c(c2)OCCO3)cc1 | 0 | -1 | -18 | 0.0 | 1 | 4 | -2
S=C1NCCN1c1ccc(Cl)cc1 | x | -8 | x | 0.1 | 3 | x | 6
COc1cccc(NC(=O)Nc2nc(-c3ccc(OC)c(OC)c3)cs2)c1 | 0 | 2 | -98 | -0.3 | 0 | 1 | 1
CO[C@H]1CN(C)C(=O)c2cc(NC(=O)C3CCC3)ccc2OC[C@@H](C)N(Cc2nccs2)C[C@H]1C | 3 | 4 | 0 | 0.2 | -5 | 0 | -2
CCOC(=O)c1ccc(NC(=O)c2cn(CCC#N)nc2-c2ccc3c(c2)OCCO3)cc1 | x | 4 | x | 0.0 | -3 | -3 | x

# Structures above containing four or more nitrogen atoms (5):
Molecule | PglD DTNB | S100A4 MyoIIA | Statin myotox sup | E-selectin induc | ERp5 inh | SIRT5 block | DENV2 CPE rescue
CCc1ccc(NC(=O)Nc2c(C)n(C)n(-c3ccccc3)c2=O)cc1 | -3 | -2 | 1 | x | 7 | -2 | 3
COc1ccc(NC(=O)N(C)C[C@H]2Oc3ccc(N(C)C)cc3C(=O)N([C@@H](C)CO)C[C@@H]2C)cc1 | 5 | 103* | -5 | 0.1 | 4 | 0 | 7
C[C@H]1CN([C@@H](C)CO)C(=O)c2cc(NC(=O)c3ccncc3)ccc2O[C@@H]1CN(C)C(=O)Nc1ccccc1 | 0 | -6 | -1 | 0.2 | -3 | -3 | 20
CO[C@H]1CN(C)C(=O)c2cc(NC(=O)C3CCC3)ccc2OC[C@@H](C)N(Cc2nccs2)C[C@H]1C | 3 | 4 | 0 | 0.2 | -5 | 0 | -2
CCOC(=O)c1ccc(NC(=O)c2cn(CCC#N)nc2-c2ccc3c(c2)OCCO3)cc1 | x | 4 | x | 0.0 | -3 | -3 | x

# Further results follow.
Molecule | PglD DTNB | S100A4 MyoIIA | Statin myotox sup | E-selectin induc | ERp5 inh | SIRT5 block | DENV2 CPE rescue
CCCC1(C(=O)O)NC(c2ccccc2O)C2C(=O)N(Cc3ccccc3)C(=O)C21 (stereo not given) | 3 | -6 | 1 | x | -5 | x | -2
O=C(COC(=O)c1ccc(OC(F)(F)F)cc1)Nc1ncccn1 | -1 | -3 | 2 | x | 8 | 0 | -6
CCCn1c(=O)c2c(nc3n2CCN3Cc2ccco2)n(C)c1=O | x | -2 | x | x | -4 | 0 | -6
COCC(=O)N1CC2(CN(Cc3ccccc3)C2)c2c([nH]c3cc(OC)ccc23)[C@@H]1CO | x | 13 | x | 0.1 | -6 | x | 9
O=C(COC(=O)c1cccs1)Nc1ccc(Cl)cn1 | -2 | 4 | -2 | -1.3 | -7 | -2 | 2
CC1CSC(N(C(=O)c2ccc(S(C)(=O)=O)cc2)c2ccc(Cl)cc2)=N1 (stereo not given) | -2 | -4 | 6 | x | 5 | -4 | -5
COc1cccc(OCC(O)CN2CCN(CCN3C(=O)c4cccc5cccc(c45)C3=O)CC2)c1 (stereo not given) | x | 4 | x | x | 9 | 5 | -5
CC(=O)Nc1ccc(C(=O)OCC(=O)NCc2cccs2)cc1 | x | -2 | 7 | 0.1 | 8 | -1 | -3
CCC/C=C1/CCCOC(C(=O)NCc2ccc(C)o2)(C(F)(F)F)C1 (stereo not given) | -4 | -1 | -15 | -0.2 | -3 | x | -7
CC(NC(=O)COC(=O)CN1C(=O)C2CCCCC2C1=O)c1ccccc1 (stereo not given) | -4 | 4 | -1 | 0.5 | 1 | x | u
CCCCc1ccc(S(=O)(=O)Nc2nnc(C)s2)cc1 | 2 | -2 | 4 | x | 0 | 2 | -6
CC(C)(C)CC(=O)Nc1cccc(-c2cn3cccnc3n2)c1 | x | 1 | x | x | -2 | -14 | 5
COc1ccccc1Nc1nnc(SC(C)C(=O)NC2CC2)s1 (stereo not given) | -1 | 6 | -8 | 0.4 | 2 | 0 | 5
CNC(=O)c1cc2c(cn1)[nH]c1ccccc12 | 1 | 9 | 0 | 0.3 | 7 | -4 | 13
COc1ccc(S(=O)(=O)Nc2ccccc2C)cc1C(=O)N1CCOCC1 | x | 1 | 9 | x | -1 | -1 | 4
C[C@H](CO)N1C[C@H](C)[C@H](CN(C)C(=O)c2ccccc2)Oc2ncc(C#C[C@@H](C)O)cc2C1=O | 2 | 4 | -14 | 0.1 | 0 | 1 | u
COC(=O)CC1COc2ccccc2N1S(=O)(=O)c1ccc(OC)cc1 (stereo not given) | -3 | -2 | -1 | -0.3 | 6 | -3 | 9
C=C(C)CSc1nnc(CCNC(=O)OC(C)(C)C)o1 | 4 | -1 | 0 | x | 0 | -1 | -1
C=CCNC(=S)Nc1ccccc1 | 6 | 1 | -5 | x | -4 | 0 | 6
CCCC(=O)NC(c1ccc(Cl)cc1Cl)c1ccc2cccnc2c1O (stereo not given) | 12 | -3 | 0 | x | 0 | -6 | -16
CC(C)(C)c1ccc(C(=O)N2CCC2(C)C(=O)NS(=O)(=O)c2ccc(C#N)cc2)cc1 (stereo not given) | 2 | -21 | 0 | -0.2 | -3 | -2 | 2
CCn1c(CNc2ccc(F)cc2)nnc1SCC#N | x | 11 | x | x | 2 | -4 | 0
CCCNc1c(NS(=O)(=O)c2ccc(Cl)s2)c(=O)oc2ccccc12 | 2 | 13 | 24 | -0.1 | 1 | 3 | -7
O=C(NC(=S)Nc1ccc(S(=O)(=O)Nc2nccs2)cc1)c1cccnc1 | x | -1 | x | x | 3 | x | -6
CC(=O)Nc1cccc(NC(=O)c2cc(-c3cccnc3)nc3ccc(Br)cc23)c1 | 2 | 4 | -18 | x | 6 | 0 | x
O=C(O)c1ccc(N2CCOCC2)c(N2C(=O)C3C4C=CC(C4)C3C2=O)c1 (stereo not given) | x | 0 | x | u | 0 | -1 | -5
Cc1ccc(-c2cc(C(=O)Nc3cccnc3)c3ccccc3n2)s1 | 4 | 2 | 9 | -0.2 | 2 | 0 | 4
Cc1cc(C)c(C#N)c(N2CCN(CCOc3ccc(Cl)cc3)CC2)n1 | x | 6 | x | x | 7 | -1 | x
CC(=O)Nc1cc(-c2ccc(CO)cc2)cn2c(-c3cccc(C(F)(F)F)c3)cnc12 | 1 | 18 | -23 | 0.7 | -9 | -2 | -2
CCCn1nc(C(=O)Nc2ccc3c(c2)OCO3)c2ccccc2c1=O | 6 | 0 | 1 | x | -7 | -2 | -10
O=C1CC(c2ccccc2)Cc2nc3nc(C(F)(F)F)nn3cc21 (stereo not given) | -2 | -2 | -13 | x | -9 | -1 | 0
O=C(Nc1ccc(Br)cn1)c1cccc2c1-c1ccccc1C2=O | x | 0 | x | 0.3 | -7 | -4 | -2

# Entries listed above shown as hits in S100A4 MyoIIA:
structure | PglD DTNB | S100A4 MyoIIA | ERp5 inh | SIRT5 block | DENV2 CPE rescue
COc1ccc(NC(=O)N(C)C[C@H]2Oc3ccc(N(C)C)cc3C(=O)N([C@@H](C)CO)C[C@@H]2C)cc1 | 5 | 103* | 4 | 0 | 7

# An excerpt from above in order of the PglD DTNB value, lowest first:
Structure	PglD DTNB	S100A4 MyoIIA	ERp5 inh	SIRT5 block	DENV2 CPE rescue
CC1CSC(N(C(=O)c2ccc(S(C)(=O)=O)cc2)c2ccc(Cl)cc2)=N1 (stereo not given)	-2	-4	5	-4	-5
O=C(CN1C(=O)C(=O)c2ccccc21)c1ccc(Cl)cc1	2	-5	1	0	-2
COc1ccc(NC(=O)N(C)C[C@H]2Oc3ccc(N(C)C)cc3C(=O)N([C@@H](C)CO)C[C@@H]2C)cc1	5	103*	4	0	7

# Continued:
Molecule | PglD DTNB | S100A4 MyoIIA | Statin myotox sup | E-selectin induc | ERp5 inh | SIRT5 block | DENV2 CPE rescue
CCCNC(=O)N1c2ccccc2Sc2ccccc21 | x | 0 | x | x | 5 | -3 | 1
COc1cc2ccc(C(C)=O)cc2cc1OC | 2 | -8 | 7 | 0.1 | -2 | -3 | 7
CCOC(=O)C[C@@H]1OC[C@H](Cc2ccccc2)N1S(=O)(=O)c1ccc(C)cc1 | x | -1 | x | 0.0 | 1 | 2 | -4
COc1cc(-c2csc(CCn3nc(C)cc3C)n2)cc(OC)c1OC | x | 6 | x | 0.4 | 3 | -1 | x
COc1cc2oc(=O)cc(CN3CCCCC3)c2cc1Cl | 3 | -2 | 0 | x | -10 | 1 | -9
CCOC(=O)CCNC(=O)Nc1ccc2nc(C)n(Cc3ccc(Cl)cc3)c(=O)c2c1 | x | -14 | 10 | x | 7 | -7 | x
N/C(=N\OC(=O)c1cc(Cl)ccc1Cl)c1ccncc1 | x | -2 | x | -0.3 | 1 | -4 | 0
CC(Oc1cc2oc(=O)c3c(c2cc1Cl)CCC3)C(=O)NCCCn1ccnc1 (stereo not given) | 11 | -1 | 0 | 0.2 | -3 | -2 | -4
CCOC(=O)C(=O)C1=C(N2CCOCC2)/C(=C\c2cccc([N+](=O)[O-])c2)CC1 | x | -2 | 5 | x | 5 | 4 | 11
O=C1CC(N2CCN(c3ccc(F)cc3)CC2)C(=O)N1Cc1ccccc1 (stereo not given) | 3 | 5 | 5 | x | 0 | -6 | 3
Cc1cc(C(=O)OCC(=O)NCc2cccs2)ccc1[N+](=O)[O-] | 1 | -10 | -10 | 0.1 | -5 | -3 | 9
Cc1c(NC(=O)CSc2n[nH]c(=O)n2-c2ccccc2)c(=O)n(-c2ccccc2)n1C | x | -4 | x | 1.8 | 12 | -3 | 1
CSCC[C@H](NC(=O)[C@H](Cc1ccccc1)n1c(=O)[nH]c2ccccc2c1=O)C(=O)N1CCC[C@@H]1C(=O)O | -3 | -4 | 3 | x | 5 | 9 | u
COc1cccc(NC(=O)N[C@H]2C=C[C@H](CC(=O)N3CCOCC3)O[C@H]2CO)c1 | x | 1 | x | -0.2 | 6 | 1 | -11
C[C@@H]1CN([C@@H](C)CO)C(=O)c2cc(-c3ccc(F)cc3)cnc2O[C@@H]1CN(C)C(=O)CN(C)C | -1 | 7 | -7 | 0.3 | 2 | -6 | -1
